H9c2 TAG inh – triacylglycerol accumulation inhibition. 230,000 compounds, 0.66% hits. H9c2 cells, Nile Red lipid (TAG) fluorescence; cells loaded with 200 µM oleic acid. inhibition, % at 12.5 µM;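 active means pattern-corrected inhibition of lipid staining of at least 50% with the nuclear-stain viability signal not falling by more than 50%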;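 further: 0% = DMSO wells and 100% = triacsin C control wells; some results filed as inactive read as strong as hits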
H9c2 TAG inh DAPI viability – recorded beside H9c2 TAG inh, whose call it bears; DAPI nuclei signal change (viability), lower = more cytotoxic, %;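 whole-well DAPI fluorescence read on a plate reader as a viability signal; minus 50 percent equals half of cells still viable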
Active calls of the source: *.

SMILES	H9c2 TAG inh	H9c2 TAG inh DAPI viability
COc1ccc(-c2cnc3c(NC=O)cc(-c4ccc(S(C)(=O)=O)cc4)cn23)cc1OC	40.2	-26.3
COC(=O)N1C(=O)[C@@](c2ccccc2)(C(C)C)N1C(=O)OC	5.9	11.0
O=C1[C@@H]2CSCN2C(=O)CN1Cc1ccc(F)cc1	0.6	0.3
O=C(COC(=O)c1cc(-c2cccs2)nn1-c1ccccc1)Nc1cc([N+](=O)[O-])ccc1Cl	-14.4	-1.7
Cc1cccc(C(=O)NN(C)c2nc(-c3ccccc3)nnc2C(F)(F)F)c1	11.1	2.0
Cc1nnn(-c2nonc2N)c1C(=O)NNC(=O)c1ccc(Cl)c(Cl)c1	0.5	0.5
Cn1cnc([N+](=O)[O-])c1S(=O)(=O)Oc1ccccc1	14.6	-4.7
N#CCc1nc2c3c4c(sc3ncn2n1)CCCC4	6.2	-5.8
COc1cc(/C=N\Nc2nc3ccccc3[nH]2)cc(OC)c1OC	11.0	0.7
COc1ccc(CN(C)C(=O)COC(=O)c2ccc3c(c2)OCO3)cc1OC	12.2	-3.7
Cc1ccc(S(=O)(=O)N2CCCCC2CCNC(=O)C(=O)NCc2cccnc2)cc1 (stereo unspecified)	11.9	-6.3
Oc1ccc(/C=N/N2CCOCC2)c(O)c1O	12.2	-1.4
O=C(CN1C(=O)NC(Cc2ccccc2)C1=O)Nc1ccccc1OC(F)F (stereo unspecified)	-7.3	9.3
Cc1ccc(S(=O)(=O)Cc2ccc(C(=O)N3CCN(c4cc(C)ccc4C)CC3)o2)cc1	15.5	13.8
C1CC(CN2CCOCC2)CN(c2nc3nonc3nc2N2CCSCC2)C1 (stereo unspecified)	4.3	-2.1
S=c1[nH]nc(Cc2ccccc2)n1-c1ccc(Cl)cc1	8.0	7.7
O=C(NC(=S)Nc1ccc2oc(-c3ccncc3)nc2c1)c1ccccc1F	3.4	5.3
COc1ccccc1-n1cnnc1SCC(=O)Nc1cccnc1Cl	-3.5	0.6
COc1ccc(CC(N)c2csc(NC(=O)c3cccs3)n2)cc1 (stereo unspecified)	69.2	-50.3
COc1ccc(C(C)=O)cc1CN1C(=O)C(C)ON=C1c1ccccn1 (stereo unspecified)	2.1	1.6
COCCN(C(=O)CSc1ncc(C(F)(F)F)cc1Cl)c1c(N)n(Cc2ccccc2)c(=O)[nH]c1=O	-1.8	8.4
O=C(COc1ccc(C2SCCS2)cc1)NNC(=O)C(Cl)Cl	-0.7	-1.1
C[C@@H]1CN([C@@H](C)CO)C(=O)c2cc(Br)cnc2O[C@H]1CN(C)Cc1cccnc1	6.3	-6.5
Cc1ccc(C(=O)NC(=S)Nc2ccc(N3CCOCC3)cc2)cc1C	19.3	-5.5
O=C(O)CCCNS(=O)(=O)c1ccc2ccccc2c1	1.2	-10.6

5 entries drawn at random from those above, as already listed:
SMILES	H9c2 TAG inh	H9c2 TAG inh DAPI viability
COc1ccc(CN(C)C(=O)COC(=O)c2ccc3c(c2)OCO3)cc1OC	12.2	-3.7
COc1ccc(-c2cnc3c(NC=O)cc(-c4ccc(S(C)(=O)=O)cc4)cn23)cc1OC	40.2	-26.3
Cc1nnn(-c2nonc2N)c1C(=O)NNC(=O)c1ccc(Cl)c(Cl)c1	0.5	0.5
COc1ccc(C(C)=O)cc1CN1C(=O)C(C)ON=C1c1ccccn1 (stereo unspecified)	2.1	1.6
N#CCc1nc2c3c4c(sc3ncn2n1)CCCC4	6.2	-5.8

Other results follow.
SMILES	H9c2 TAG inh	H9c2 TAG inh DAPI viability
Cc1cc(C)cc(N2C(=O)CSC2c2cccs2)c1 (stereo unspecified)	9.4	-19.7
CC(C)(C)OC(=O)C[C@@H]1C/C=C\C[C@H](CC(=O)N(CCO)Cc2ccccc2)C(=O)NCCOC1=O	-3.2	-5.2
CCOc1ccc(CCNC(=O)COC(=O)CCc2cc(OC)c(OC)c(OC)c2)cc1OCC	28.3	-8.3
CCN(CC(=O)NCc1cccs1)C(=O)c1cccc(S(=O)(=O)Nc2ccc(OC)cc2)c1	10.2	-1.4
O=c1cc(O)nc(SCc2ccccc2)n1-c1ccccc1	-3.8	7.4
O=C(COC(=O)c1ccccc1OCc1ccccc1Cl)NCC1CCCO1 (stereo unspecified)	-16.8	-1.9
CCOc1ccc(OCC(=O)Nc2ccccc2N2CCCC2)cc1	-39.5	-6.5
NCCCCC(N)c1cn([C@@H](CCC(=O)O)C(=O)N2CCNCC2)nn1 (stereo partly specified)	0.9	-1.0
CC1(c2ccccc2)NC(=O)N(CC(=O)N2CCN(S(=O)(=O)c3cccc(C(F)(F)F)c3)CC2)C1=O (stereo unspecified)	8.8	-9.5
COc1ccccc1CC(=O)NNC(=O)c1ccc(C(C)(C)C)cc1	-3.1	-9.9
CC(C)Cn1cnc2c(SCc3ccccc3Cl)nc(N)nc21	-4.2	0.3
O=C(NC1CCCCC1)c1ccccc1C(F)(F)F	2.9	3.1
CC(=O)c1ccc(NC(=O)C(C)OC(=O)C2CCN(c3ccc(C(F)(F)F)cn3)CC2)cc1 (stereo unspecified)	15.1	-2.3
COc1cc(/C=C2\SC(=O)N(c3ccc(O)cc3)C2=O)cc(OC)c1OC	-2.5	7.1
Cn1cccc1C(=O)NC(=O)COC(=O)CNC(=O)CNC(=O)c1ccc(Cl)cc1Cl	16.3	-12.1
CN1C(=O)/C(=C\c2ccco2)N=C1c1ccc(Cl)cc1Cl	5.2	6.3
COc1ccc(NC(=O)NCCCN2CCC(Cc3ccccc3)CC2)cc1	15.6	-4.9
CC1(N2CCCCC2)C(=O)c2ccccc2C1=O	4.2	-4.8
O=C(N/N=C/c1cccc2nccnc12)c1ccncc1	-2.9	-5.8
COc1ccc(NC(=O)C2Cc3c(-c4ccc(NC(C)=O)cc4)ccnc3O2)cc1OC (stereo unspecified)	-1.9	-11.8
CC12CN3CC(C)(CN(C1)C3c1ccc(Br)cc1)C2=O (stereo unspecified)	-13.2	-7.8
Cc1ccc(C(=O)N(CCC2=CCCCC2)c2c(N)n(Cc3ccccc3)c(=O)[nH]c2=O)o1	9.1	-8.1
COC(=O)CNC(=O)c1cccc(F)c1	9.0	25.8
CC1Cc2nc(SCC(=O)Nc3ccccc3F)n(C)c(=O)c2S1 (stereo unspecified)	-18.7	2.8
O=C(COC(=O)C1=COCCO1)Nc1ccc(OC(F)F)cc1	-8.6	2.6

Other results:
SMILES	H9c2 TAG inh	H9c2 TAG inh DAPI viability
Cc1cc(C)c(C)c(S(=O)(=O)N2CCN(C(=O)CCC(=O)N3CCOCC3)CC2)c1C	-7.6	4.7
O=C(CC(c1ccccc1)c1ccccc1)OCn1nnc2ccccc2c1=O	-7.4	-5.1
CC(c1ccccc1)C(OC(=O)c1cccc([N+](=O)[O-])c1C(=O)O)c1ccccc1 (stereo unspecified)	-16.0	-6.0
Cc1cccc(NCc2nnc(-c3ccccc3)o2)c1C	-13.2	1.3
CCOC(=O)c1sc(NC(=O)c2ccc3ncsc3c2)nc1C	-3.9	-0.1
CCc1nn(CC(=O)NCCCN2CCc3ccccc3C2)c(=O)c2cc3sccc3n12	-4.8	-7.2
Cc1ccc(C2=N/C(=C/N3CCOCC3)C(=O)O2)cc1	12.4	-6.2
Cn1c(/C(C#N)=C(\O)c2ccccc2Cl)nc2ccccc21	14.0	-9.1
CCN(CC)S(=O)(=O)c1cc(OCC(N)=O)c(C)cc1Cl	1.5	-3.6
CCCC(=O)Oc1ccc(N(C(=O)CCC)S(=O)(=O)c2cccs2)cc1	-30.2	12.5
Cc1cccc(C(=O)Nc2ccccc2C(=O)OCC(=O)Nc2ccc(C#N)cc2)c1	-1.6	0.7
CNc1cc(CS(=O)c2ccccc2)nc(-c2ccccc2)n1 (stereo unspecified)	-21.4	0.7
COc1ccc(CCNC(=O)CSc2nc(=O)[nH]c3c2CCC3)cc1OC	2.8	-2.4
CCOc1ccc(NS(=O)(=O)c2ccc(C(=O)NCC(c3ccco3)N3CCCC3)cc2)cc1 (stereo unspecified)	-22.5	-2.9
O=C(c1cnc2sccn2c1=O)N(Cc1ccccc1)c1ccccn1	-1.2	6.3
Cc1ccc(S(=O)(=O)NN=C2CCc3ccccc32)cc1	1.2	4.6
CCN1CCN(c2ccc(S(=O)(=O)N3CCOCC3)cc2NC(=O)/C=C/c2ccc(OC)cc2OC)CC1	8.8	1.2
O=C(CCSc1ccc(Cl)cc1)NC12CC3CC(CC(C3)C1)C2	12.7	-2.4
CC(C)n1c(CN2CCN(C(=O)c3ccco3)CC2)nc2c1c(=O)n(C)c(=O)n2C	-14.5	-7.0
CCCCn1c(N)c(N(Cc2ccccc2OC)C(=O)CSCC(=O)Nc2cccc(C)c2)c(=O)[nH]c1=O	-1.3	-6.0
COc1ccc(OC(C)C(=O)NCCC2=CCCCC2)cc1 (stereo unspecified)	-6.9	2.4
CC1CCN(Cc2ccc(NC(=O)C3CCN(c4nnc(-n5cccc5)s4)CC3)cc2)CC1	21.0	-8.1
COc1ccccc1N1CCN(C(=O)c2coc(=O)c(Br)c2)CC1	3.7	-4.2
Cc1cc(NC(=O)C(C)SCC(=O)NCc2ccc(F)cc2)no1 (stereo unspecified)	14.6	-11.1
CCOc1ccccc1OCCCC(=O)Nc1cccc(-n2cnnn2)c1C	10.5	-0.4

Full records from above. Values in the order: H9c2 TAG inh | H9c2 TAG inh DAPI viability
Cc1cc(C)c(C)c(S(=O)(=O)N2CCN(C(=O)CCC(=O)N3CCOCC3)CC2)c1C is listed with -7.6 | 4.7
O=C(c1cnc2sccn2c1=O)N(Cc1ccccc1)c1ccccn1 is listed with -1.2 | 6.3

Further structures
SMILES	H9c2 TAG inh	H9c2 TAG inh DAPI viability
CC(C)OCCCNC(=O)c1ccc(N(C)S(C)(=O)=O)cc1	12.3	-6.4
Cc1nc2ccc(C(=O)O)cc2c2c1CC(C)S2 (stereo unspecified)	-6.0	2.6
CCOC(=O)C1(c2csc(N)n2)COC(=O)C1 (stereo unspecified)	-0.2	0.1
COC(=O)CC1C(=O)NCCN1C(=S)NC(=O)c1sc2ccccc2c1Cl (stereo unspecified)	0.6	-0.3
COc1ccc(CNC(=O)COc2ccc(C)nc2[N+](=O)[O-])cc1	3.5	-0.3
Cc1nnc(SCC(=O)Nc2ccccc2F)n1Cc1ccco1	3.1	2.9
O=C(Nc1ccccc1)OCC1CCCN2CCCCC12 (stereo unspecified)	10.7	-6.5
C/C(=N\Nc1ccc(Cl)c(C(=O)O)c1)c1cccc([N+](=O)[O-])c1	-2.0	-9.1
Cc1ccc(S(=O)(=O)N2CCN(S(=O)(=O)c3c(C)n[nH]c3C)CC2)cc1C	-31.5	-2.7
Cc1nn(CC(=O)NC(=O)NC2CCCCC2C)c(=O)c(C#N)c1C (stereo unspecified)	26.3	4.0
Cc1ccc(-c2nc(COC(=O)C3=NN(c4ccccc4)C(=O)CC3)cs2)cc1	-14.2	-4.7
O=C(O)c1nccnc1C(=O)Nc1ccccc1N1CCOCC1	0.7	-1.8
CCSc1nnc(C)n1-c1ccc(C(=O)O)cc1	13.6	-6.4
CS(=O)(=O)N(CC(=O)NCc1ccc2c(c1)OCO2)Cc1ccc(Cl)cc1	4.5	0.1
COc1ccccc1NC(=O)CN1CCN(S(=O)(=O)c2ccc(Br)cc2)CC1	-12.1	7.9
COC(=O)CCN(c1ccccc1)S(=O)(=O)c1ccc(OC)cc1	-14.2	-1.8
O=C(COC(=O)/C=C/c1ccc(OC(F)F)cc1)Nc1cccc(S(=O)(=O)N2CCCC2)c1	-14.6	-0.7
OCc1nc2ccccc2n1CCCCOc1ccccc1	1.0	-0.4
Cc1ccc(C)c(NC(=O)COc2cccc3c2CCN(Cc2ccccc2C)C3=O)c1	29.4	-8.0
Cc1ccc(S(=O)(=O)N(C)C)cc1NC(=O)COC(=O)CCC1CCCC1	-5.8	-10.6
Cc1c(O)cc2n(c1=O)-c1ccc(Cl)cc1C2(C)C	17.9	-9.5
NC(=O)c1ccc(-n2nnnc2SCC(=O)Nc2ccc(N3CCOCC3)c(Cl)c2)cc1	-1.1	-2.2
S=C1CCSc2ccc(Cl)cc2N1	-30.3	5.3
COc1ccc(CNC(=O)CSc2nnc(C(F)(F)F)n2C)cc1	-0.2	5.8
NC(=O)Nc1ccc(C(=O)OCC(=O)N2CCc3ccccc3C2)cc1	-6.1	-0.7

Reformatted: entries from further up.
molecule | H9c2 TAG inh | H9c2 TAG inh DAPI viability
Cc1ccc(S(=O)(=O)N(C)C)cc1NC(=O)COC(=O)CCC1CCCC1 | -5.8 | -10.6
O=C(O)c1nccnc1C(=O)Nc1ccccc1N1CCOCC1 | 0.7 | -1.8

Next records:
SMILES	H9c2 TAG inh	H9c2 TAG inh DAPI viability
CCC1(CC)C(=O)C2=C3C1[C@H](C(=O)OC)C=C(C(=O)OC)C[C@H]3[C@H]1C(=O)NC(=O)[C@H]1[C@H]2C (stereo partly specified)	-3.4	-1.3
O=C(Nc1ccccn1)c1ccc2c(=O)n3c(nc2c1)CCCCC3	24.8	-8.4
CC1CN(S(=O)(=O)c2ccc(C(=O)OCc3ccc(C#N)cc3)cc2)CC(C)O1 (stereo unspecified)	-12.0	5.4
CC(C)NC(=O)CSc1ccccc1C(=O)N1CCN(S(=O)(=O)Cc2ccccc2)CC1	-3.1	3.6
CC(C)COc1ccc(C(=O)OCC(=O)NCc2cccs2)cc1	-10.1	-3.9
COc1ccc(N2CCN(C(=O)c3cc(C)on3)CC2)cc1	-4.8	3.1
C[C@@H]1CN([C@H](C)CO)C(=O)Cc2cc(NS(=O)(=O)c3cn(C)cn3)ccc2O[C@H]1CN(C)S(=O)(=O)c1ccc(Cl)cc1	4.7	-7.4
CCOC(=O)C1CCN(C(=O)Nc2ccc3nccnc3c2)CC1	0.1	-8.6
O=C(c1ccco1)N1N=C(c2ccc(Br)cc2)CC1(O)C(F)(F)F (stereo unspecified)	0.6	3.4
CNc1nc(OCC(F)(F)F)nc(OCC(F)(F)F)n1	-6.9	2.3

Given field by field: entries from further up
C[C@@H]1CN([C@H](C)CO)C(=O)Cc2cc(NS(=O)(=O)c3cn(C)cn3)ccc2O[C@H]1CN(C)S(=O)(=O)c1ccc(Cl)cc1
  H9c2 TAG inh: 4.7; H9c2 TAG inh DAPI viability: -7.4
CCOC(=O)C1CCN(C(=O)Nc2ccc3nccnc3c2)CC1
  H9c2 TAG inh: 0.1; H9c2 TAG inh DAPI viability: -8.6

This is a subset (hit frequency here may not be typical).
